PME-1 inh: blocks human protein phosphatase methylesterase 1; 0.53% of 320,000 active; Q9Y570; inhibition, % at 5.9 µM; AID 2130; recombinant PME-1, FP-Rh probe fluorescence polarization;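 active = inhibition above the campaign mean of all compounds plus 3 SD, cut at about 26% in these data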;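 also: competitive labeling of PME-1 active site by serine hydrolase directed probe; 0% = PME-1 with DMSO and 100% = wells lacking PME-1 enzyme; inhibitors block probe labeling so polarization falls and inhibition rises; many of its hits are not listed in these tables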
PAFAH1B3 inh: blocks human PAF acetylhydrolase 1B catalytic subunit 3 | Q15102 | recombinant PAFAH1B3, FP-rhodamine probe, fluorescence polarization | inhibition, % at 3.39 µM | 0.28% of 340,000 active | AID 492972;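 active = inhibition above the screen-wide average of all tested compounds plus 3 SD, cut at about 25% in these data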;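 also: 0% = enzyme with DMSO only and 100% = wells lacking PAFAH1B3 protein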
Target sequence (Q15102 whole entry, looked up): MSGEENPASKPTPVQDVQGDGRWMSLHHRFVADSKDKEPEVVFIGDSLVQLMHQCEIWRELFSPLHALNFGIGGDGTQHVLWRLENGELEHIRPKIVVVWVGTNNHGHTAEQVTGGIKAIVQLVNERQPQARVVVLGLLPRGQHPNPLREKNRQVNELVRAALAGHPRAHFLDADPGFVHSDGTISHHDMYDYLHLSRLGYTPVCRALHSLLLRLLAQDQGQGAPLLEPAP
pPAFAH FP inh: inhibitors of human plasma PAF acetylhydrolase (pPAFAH); recombinant pPAFAH, FP-rhodamine probe fluorescence polarization; Q13093; inhibition, % at 3.39 µM; 1.5% of 330,000 active;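 active = inhibition above the mean inhibition across the screen plus 3 SD, cut at about 25% in these data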;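 also: inhibitors block binding of the rhodamine activity-based probe so polarization drops; 0% = enzyme with DMSO and 100% = wells lacking pPAFAH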
Target sequence (Q13093 whole entry, looked up): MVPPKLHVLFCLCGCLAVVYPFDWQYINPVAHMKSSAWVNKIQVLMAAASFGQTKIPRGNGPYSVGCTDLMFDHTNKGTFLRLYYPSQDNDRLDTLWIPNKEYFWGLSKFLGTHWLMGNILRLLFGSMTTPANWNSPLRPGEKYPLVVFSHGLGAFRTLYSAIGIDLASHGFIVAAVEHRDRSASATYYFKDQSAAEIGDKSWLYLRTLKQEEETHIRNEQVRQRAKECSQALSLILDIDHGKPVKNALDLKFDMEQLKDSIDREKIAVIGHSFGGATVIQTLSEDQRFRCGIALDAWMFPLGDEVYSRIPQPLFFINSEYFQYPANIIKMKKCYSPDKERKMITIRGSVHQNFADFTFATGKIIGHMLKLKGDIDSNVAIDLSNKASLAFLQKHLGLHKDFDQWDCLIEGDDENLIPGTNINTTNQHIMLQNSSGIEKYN
PAD4 FP inh: blocks human protein arginine deiminase 4; Q9UM07; recombinant PAD4, RCA probe fluorescence polarization; inhibition, % at 6.36 µM; 0.41% of 330,000 active; AID 485272;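 active = percent inhibition above a cutoff equal to the mean of all tested compounds plus 3 SD, cut at about 15% in these data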;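 also: 0% = PAD4 with RCA probe and DMSO and 100% = probe without PAD4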
LYPLA2 inh: LYPLA2 (human) inhibition in PME1 counter-screen; O95372; recombinant LYPLA2, FP-Rh probe fluorescence polarization; inhibition, % at 5.9 µM; 0.38% of 320,000 active;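 active = inhibition above the screen-wide mean plus 3 SD, limit set per campaign, cut at about 26% in these data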;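 also: 0% = LYPLA2 with DMSO and 100% = wells lacking LYPLA2 enzyme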
Target sequence (O95372 whole entry, looked up): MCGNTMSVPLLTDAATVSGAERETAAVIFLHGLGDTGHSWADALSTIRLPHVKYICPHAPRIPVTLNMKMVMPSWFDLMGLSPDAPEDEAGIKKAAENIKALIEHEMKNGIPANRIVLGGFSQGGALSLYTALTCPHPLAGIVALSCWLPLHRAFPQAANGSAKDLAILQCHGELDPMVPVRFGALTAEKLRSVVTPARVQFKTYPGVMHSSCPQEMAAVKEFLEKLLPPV
PREPL inh: inhibits the human prolyl oligopeptidase-like enzyme | Q4J6C6 | recombinant PREPL, fluorescence polarization activity-based probe | inhibition, % at 5.96 µM | 0.68% of 320,000 active; in the data active = inhibition above about 43%;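 also: 0% = enzyme with DMSO and 100% = wells lacking enzyme; many of its hits are not listed in these tables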
PAFAH1B2 inh: blocks human PAF acetylhydrolase 1b catalytic subunit 2; P68402; recombinant PAFAH1B2, FP-rhodamine activity probe, fluorescence polarization; inhibition, % at 3.39 µM; 1.2% of 340,000 active;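 active = inhibition above the mean of all tested compounds plus 3 SD, cut at about 24% in these data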;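 also: 0% = enzyme with DMSO and 100% = wells lacking PAFAH1B2; many of its hits are not listed in these tables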
GSTO1 inh: counter-screen for RBBP9 inhibitors: inhibitors of human GSTO1 | recombinant GSTO1, activity-based probe fluorescence polarization | inhibition, % at 5.96 µM | P78417 | 1.1% of 300,000 active;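 active = inhibition above the campaign mean inhibition plus 3 SD, cut at about 35% in these data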;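 also: 0% = GSTO1-1 with DMSO and 100% = wells lacking GSTO1-1 enzyme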
LYPLA1 counter: counter-screen for PME1 inhibitors: inhibitors of human LYPLA1; O75608; inhibition, % at 5.9 µM; recombinant LYPLA1, FP-Rh probe fluorescence polarization; 0.16% of 320,000 active;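 active = inhibition above the mean of all tested compounds plus 3 SD, set per campaign, cut at about 14% in these data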;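 also: inhibitors block serine hydrolase probe labeling of LYPLA1 so polarization falls; 0% = enzyme with DMSO and 100% = wells lacking LYPLA1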
* = called active by the depositor; . = no result given.

#	compound	PME-1 inh	PAFAH1B3 inh	pPAFAH FP inh	PAD4 FP inh	LYPLA2 inh	PREPL inh	PAFAH1B2 inh	GSTO1 inh	LYPLA1 counter
1	COc1ccc(NC(=O)c2oc3ccccc3c2NC(=O)C2CC2)cc1OC	6	2	-1	5	-2	21	7	12	-3
2	CC(C)c1nc2c(c(=O)n(C)c(=O)n2C)n1C	2	2	6	2	1	1	-1	1	-4
3	CC1(C)CC(=O)C2=C(C1)OC(c1cccs1)C(C#N)=C2N (stereo unspecified)	0	-1	1	6	4	13	6	16	3
4	CCOC(=O)c1ccc(NC(=O)CSc2nnc(CNc3ccc(C)cc3)n2C)cc1	1	4	0	-2	12	15	8	2	7
5	COCCCN(C(=O)c1ccco1)c1nc(-c2ccc(OC)cc2)cs1	-4	9	1	0	-7	17	3	-3	-6
6	N#Cc1c(-c2ccccc2)nc(SCC(=O)Nc2ccccc2F)[nH]c1=O	4	11	-4	3	-3	-5	4	-17	-4
7	O=C1NC(CCc2ccccc2)C(=O)N1CCOc1ccccc1 (stereo unspecified)	4	8	1	1	6	-7	5	9	-2
8	Cc1nn(-c2ccccc2)c(N2CCCCC2)c1/C=N/O	1	2	2	5	5	5	21	0	-2
9	O=C(COC(=O)CCc1nc2ccccc2c(=O)[nH]1)Nc1ccc(N2CCOCC2)cc1	1	6	10	-3	8	4	-3	9	1
10	COC(=O)C1=C(C)NC(C)=C(C(=O)OC)C1c1ccccn1	-5	-7	2	-3	-2	-6	-6	1	0
11	O=C(NCc1ccco1)N1c2ccccc2Sc2ccccc21	-1	2	10	-3	6	-3	1	2	6
12	Cc1ccc(S(=O)(=O)N2CCN(c3nn(C)c(=O)n(C)c3=O)CC2)cc1C	11	-5	5	3	8	7	2	.	0
13	Cc1[nH]c2ccccc2c1/C=N/NC(=O)C1CC1(c1ccccc1)c1ccccc1 (stereo unspecified)	42*	22	8	-6	-7	8	10	-2	-8
14	COc1ccc(NC(=O)c2c(C(F)(F)F)nn(C)c2SCc2ccccc2)cc1	5	11	0	-2	-1	-1	4	-7	-1
15	CC(Oc1ccc(C(C)(C)C)cc1)C(=O)NCC(c1ccco1)N1CCCC1 (stereo unspecified)	5	0	5	-1	-1	12	-1	.	2
16	CC(C)(C)NS(=O)(=O)c1ccc(CCC(=O)O)cc1	7	2	0	5	3	9	3	3	2
17	CSCCCNC(=O)c1ccc(OC2CCN(C(=O)c3cccnc3)CC2)cc1	0	0	3	9	12	0	-2	11	3
18	CCn1c(SCc2ccc(C(=O)O)cc2)nnc1-c1ccc(Cl)cc1	1	5	-4	-2	-1	-1	0	0	-3
19	COc1cccc(N(C(=O)c2sc(C)nc2C)C(C(=O)NCC2CCCO2)c2ccccc2)c1 (stereo unspecified)	2	14	7	3	1	-4	6	-2	-5
20	Cc1ccc(N/C=C/C(=O)C(C)(C)C)c(O)c1	-3	3	10	-19	-5	12	2	11	-1
21	COc1ccc(Cc2nc(-c3ccc(-n4cccc4)cc3)no2)cc1	0	-1	1	-4	0	-2	8	-2	-4
22	Cc1ccc(/C=C(\C#N)C(=O)N2CCCC2)c(C)c1	1	4	-1	-1	1	3	-1	10	0
23	CC(C)C(NC(=O)OCc1ccccc1)C(=O)NC1CCCCC1 (stereo unspecified)	-2	-4	0	-2	-3	12	2	1	0
24	CCOC(=O)C1CCN(S(=O)(=O)c2ccc3c4c2CC(=O)N4CC(C)S3)CC1 (stereo unspecified)	-7	7	-2	-7	-5	-6	-5	-3	0
25	CCOc1ccc(S(=O)(=O)N2CCC(C(=O)NCc3ccco3)CC2)cc1C	-2	1	2	2	-5	-13	3	1	-1
26	COc1ccc2oc(=O)c(C(=O)N3CCN(C(=O)c4ccccc4)CC3)cc2c1	6	10	0	-5	-6	-3	6	0	0
27	CCOc1nnc(C)c2c(C)n(-c3ccc(Cl)cc3)nc12	-2	5	-2	-2	1	39	0	-3	2
28	CN(C)CCCNS(=O)(=O)c1ccc(N2CCN(Cc3ccc4c(c3)OCO4)CC2)c([N+](=O)[O-])c1	2	-6	1	-3	-2	17	8	6	-2
29	CCN(CC)C(=O)CSc1nnc(CCN)o1	-3	13	-3	0	8	19	-2	7	1
30	CC(=O)Nc1ccc(S(=O)(=O)N2CCC(NC(=O)C(Cc3cccc(F)c3)NC(C)=O)CC2)cc1 (stereo unspecified)	-4	-1	-4	2	-5	-1	5	6	-4
31	CCOc1ccc(C(=O)OC(C)CN2CCN(C)CC2)cc1 (stereo unspecified)	2	4	1	2	-2	3	11	-2	0
32	CCOc1ccc(NC(=O)C(=O)NCc2ccncc2)cc1	-2	-5	2	-4	6	1	0	-8	-2
33	CNC(=O)C1CCC(=O)N1Cc1ccccc1Cl (stereo unspecified)	-3	2	0	-1	13	5	-1	-2	6
34	COc1cccc2[nH]c3c(N4CCC(C(N)=O)CC4)ncnc3c12	3	-1	1	7	-2	9	4	5	0
35	CCCCc1nc2cc(C(=O)NCc3cc(C)n(C)n3)ccc2o1	-3	-1	3	1	7	10	1	9	2
36	O=C(CNCCN1CCOCC1)Nc1ccccc1Sc1ccccc1	-7	12	-5	-2	-5	9	-1	10	-1
37	COCCN1Cc2cccc(C(=O)Nc3cccc(OC)c3)c2C1=O	-3	8	-1	5	5	-7	4	1	2
38	CCOc1cc(C)c(-c2onc(C(F)(F)F)c2-c2csc(C)n2)c(O)c1	-13	-6	4	2	-8	5	-1	5	-5
39	CCC(Oc1ccccc1)C(=O)Nc1nnc(S(=O)(=O)N2CCCCC2)s1 (stereo unspecified)	-2	7	2	-2	0	-3	2	-31	0
40	Cc1cc(=O)[nH]c(SCC(=O)Nc2nc(-c3ccccc3)cs2)n1	-2	8	4	1	3	-8	4	-7	-2
41	COc1cccc(N2CCN(C(=O)Cn3c(=O)oc4ccccc43)CC2)c1	-3	11	5	0	4	12	2	-3	2
42	CN(C)/C=C1/C=C(c2ccccc2)OC1=O	0	1	1	-1	2	8	1	11	2
43	NC(=O)C1CCN(CC(=O)Nc2ccc3c(c2)OCCO3)CC1	.	0	0	-1	.	7	2	.	.
44	COc1ccc(NS(=O)(=O)c2ccc(C(=O)N3CCN(c4ccc(F)cc4)CC3)cc2)cc1	.	6	15	-3	.	-4	4	.	.
45	O=C(N/N=C/c1sc(=O)[nH]c1-[n+]1ccccc1)c1ccccc1[O-]	-2	4	4	-3	5	-5	1	9	-1
46	C/C(=N\NC(=O)Cn1nnc2ccccc21)c1ccco1	-6	5	3	3	5	11	0	2	2
47	CSc1ccccc1NC(=O)C1CCCN(S(C)(=O)=O)C1 (stereo unspecified)	2	1	5	-2	4	-6	-1	-2	-1
48	CCC(C)C(NC(=O)C1CCC(C)CC1)C(=O)NCc1ccco1 (stereo unspecified)	2	6	1	-4	4	8	5	-1	3
49	O=C(CSc1nnnn1C1CCCCC1)NNC(=O)c1ccco1	0	7	1	-2	4	9	1	3	4
50	CCOc1ccc(NC(=S)N2CCCN(Cc3cccc(Cl)c3)C2)cc1	-1	9	-2	-3	-7	2	3	2	-7
51	COc1ccccc1CN1CC(C(=O)NCc2cnn(C)c2)CCC1=O (stereo unspecified)	1	9	3	-4	1	2	-9	-4	2
52	CCC1(C)Cc2ccccc2/C(=C/C(=O)N2CCCCC2)N1 (stereo unspecified)	-1	0	2	-2	-1	12	7	15	1
53	O=C(CN1CCC(n2nnc3cc(F)ccc32)CC1)N1CCc2ccccc2C1	2	1	5	0	2	10	-4	-1	1
54	CCCc1nc2ccccc2c(=O)n1NC(=O)c1c(O)c2ccccc2n(C)c1=O	-4	9	3	-6	5	0	4	-5	2
55	CC(C)c1ccc(NC(=O)COc2ccccn2)cc1	-7	-1	5	0	3	10	5	7	2
56	O=S(=O)(c1cc(Cl)ccc1Br)N1CCOCC1	-6	1	-1	0	-7	11	-1	8	-5
57	CC(C)NC(=O)COC(=O)c1cc(F)c(F)cc1Cl	-6	-7	-1	0	-2	5	2	2	-1
58	O=C(OC1Cn2c(=O)ccc(=O)n2C1)c1ccc([N+](=O)[O-])cc1	-7	5	1	-3	-1	-5	0	1	1
59	Cc1ccccc1S(=O)(=O)Nc1nc2ccccc2nc1NCCO	3	6	2	-1	-2	8	5	8	2
60	O=C(C1CCN(S(=O)(=O)c2cnc[nH]2)CC1)N1CCN(c2ncccn2)CC1	2	3	2	-5	-2	6	1	1	1

(further entries)
#	compound	PME-1 inh	PAFAH1B3 inh	pPAFAH FP inh	PAD4 FP inh	LYPLA2 inh	PREPL inh	PAFAH1B2 inh	GSTO1 inh	LYPLA1 counter
61	COC(=O)c1cn(-c2ccccc2)nc1C(=O)OC	2	7	-3	4	-2	11	3	-3	4
62	CC12CCC(=O)N1C(C(=O)NCCc1ccc(S(N)(=O)=O)cc1)CS2 (stereo unspecified)	3	-2	2	-1	-1	0	-6	-4	3
63	O=C(Nc1ccccc1)c1ccc(NCCc2ccccc2)c([N+](=O)[O-])c1	-3	6	2	1	-7	-3	3	1	-1
64	CCOC(=O)c1c(/N=C/c2ccc(C)cc2O)sc2c1CCC2	6	5	3	0	-4	17	0	4	0
65	O=C(CNC(=O)c1ccco1)NNC(=O)c1cccc(Cl)c1	.	11	2	-1	.	10	3	.	.
66	CCOc1ccc(NC(=O)C2CC(=O)N(c3ccccc3F)C2)cc1 (stereo unspecified)	2	-7	-2	6	-1	-2	-4	11	4
67	COc1cccc(NC(=O)CSc2cccc[n+]2[O-])c1	.	5	-3	2	.	28	1	.	.
68	CCc1cc2c3c(c(=O)oc2cc1OCC(=O)OC)CCCC3	-3	9	8	-1	7	-3	2	0	-1
69	CC12CCC(C(=O)N3CCCCC3)(CC1=O)C2(C)C (stereo unspecified)	2	5	0	-5	-1	-3	-1	2	-2
70	O/N=C1/CC/C(=N\O)c2nn(-c3ccccc3)nc21	-1	4	4	-4	3	3	11	5	2
71	CCCS(=O)(=O)N1CCN(S(=O)(=O)c2ccccc2[N+](=O)[O-])CC1	-1	.	-1	-4	4	-1	.	-2	-2
72	CCC(=O)Nc1ccc(NC(=O)CCc2ccccc2)cn1	-7	9	2	-1	0	-1	1	2	-3
73	O=C1N[C@@H](Cc2ccccc2)C(=O)N2CCCC12 (stereo partly specified)	.	5	6	4	.	.	2	.	.
74	Cc1noc(NS(=O)(=O)c2ccc(NC(=O)c3nn(-c4ccc(F)cc4)ccc3=O)cc2)c1C	1	7	6	-1	3	14	5	7	-4
75	Nc1nc(SCC(=O)NCc2ccc3c(c2)OCO3)n[nH]1	-1	8	2	2	-5	-1	6	0	-3
76	COc1ccc(F)cc1CN1CCN(C(=O)CCC(=O)Nc2nnc(C(C)C)s2)CC1	-2	9	2	-8	6	2	-1	8	0
77	COc1ccc(CNC(=O)Nc2ccc(C)cc2)cc1	-5	13	-8	-8	-18	2	3	10	-6
78	COc1cc(O)cc2occ(-c3ccc(O)cc3)c(=O)c12	1	16	3	-2	3	7	3	6	0
79	Cc1ccccc1S(=O)(=O)NCC1CCCO1 (stereo unspecified)	-3	-4	6	0	1	1	-1	-4	-2
80	COc1cc(Cl)c(C)cc1NC(=O)CCCN1C(=O)CCC1=O	-1	3	4	0	1	11	5	-8	-2
81	COCCN(CC(=O)Nc1cccc(C)c1C)C(=O)c1oc2ccccc2c1C	.	2	6	-6	.	3	3	.	.

Not all compounds are listed; rates above refer to the full screens.
